PDI turbidity – blocks human protein disulfide isomerase activity; P07237; PDI insulin aggregation turbidity, A650, 90 min; inhibition, % at 10 µM; 350,000 tested, 0.052% active; AID 588391;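 active = mean inhibition across replicates of 30% or more, whatever share of single replicates reach that level; inconclusive = mean inhibition below 30% while every single replicate reaches 30%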;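 note: absorbance from insulin aggregation driven by PDI reduction with DTT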
Target sequence (P07237 whole entry, looked up): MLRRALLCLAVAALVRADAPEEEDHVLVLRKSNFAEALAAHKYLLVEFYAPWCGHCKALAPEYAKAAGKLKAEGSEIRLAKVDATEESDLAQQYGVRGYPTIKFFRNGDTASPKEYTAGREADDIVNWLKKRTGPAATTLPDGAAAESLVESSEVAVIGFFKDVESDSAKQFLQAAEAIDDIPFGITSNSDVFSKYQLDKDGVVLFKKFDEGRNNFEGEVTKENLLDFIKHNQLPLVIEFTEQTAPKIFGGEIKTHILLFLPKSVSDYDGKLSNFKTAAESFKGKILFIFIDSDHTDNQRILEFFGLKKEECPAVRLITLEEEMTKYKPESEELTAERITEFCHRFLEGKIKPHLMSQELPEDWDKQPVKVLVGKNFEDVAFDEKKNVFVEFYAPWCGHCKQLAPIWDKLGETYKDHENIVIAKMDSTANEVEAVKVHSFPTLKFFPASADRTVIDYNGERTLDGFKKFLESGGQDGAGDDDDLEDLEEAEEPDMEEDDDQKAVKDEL
NR2E3 ag-1 – activates human photoreceptor nuclear receptor NR2E3; Q9Y5X4; GST-NR2E3/biotin-RetCOR TR-FRET, 1536-well; inhibition of corepressor binding, % at 4.78 µM; 320,000 tested, 0.12% active; AID 2300;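 active = percent inhibition above the cutoff of mean plus 3 SD of all tested compounds, set per screening campaign, cut at about 20% in these data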;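 note: 0% = DMSO wells and 100% = biotin wells as full block of FRET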
Target sequence (Q9Y5X4 whole entry, looked up): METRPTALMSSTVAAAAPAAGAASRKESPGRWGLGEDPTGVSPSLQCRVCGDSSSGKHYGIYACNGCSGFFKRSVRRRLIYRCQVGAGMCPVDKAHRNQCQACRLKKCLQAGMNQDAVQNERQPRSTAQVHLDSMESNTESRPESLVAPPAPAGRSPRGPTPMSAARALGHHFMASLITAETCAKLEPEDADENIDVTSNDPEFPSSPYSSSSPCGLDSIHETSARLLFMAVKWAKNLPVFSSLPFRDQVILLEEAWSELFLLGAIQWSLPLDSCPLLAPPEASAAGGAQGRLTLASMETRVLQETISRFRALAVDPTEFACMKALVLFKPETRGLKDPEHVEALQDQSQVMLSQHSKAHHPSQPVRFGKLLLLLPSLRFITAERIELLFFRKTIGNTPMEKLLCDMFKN
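system = GST-tagged NR2E3 plus biotinylated RetCOR corepressor | input = 1.35 nM GST-NR2E3 | also added = 7 nM biotin-RetCOR | schedule = 5 h incubation at 4 °C | measured by = TR-FRET with europium anti-GST and streptavidin-D2, 340 nm excitation | read-out = percent loss of FRET ratio relative to control wells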
TRPM1 prom inh – inhibitors of MITF-driven TRPM1 promoter in melanoma cells. 330,000 tested, 0.83% active. AID 488899. SK-MEL-5 TRPM1 promoter luciferase, 24 h. inhibition, % at 12.5 µM;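 active = mean inhibition across replicates of 60% or more, whatever share of single replicates reaches that level; inconclusive = some that reach 60%, reason not given; inactive = mean inhibition across replicates below 60%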; note: values of inactives mirror those of a sister screen read the other way
NR2E3 ag-2 – activates human NR2E3 receptor. AID 602229. CHO-S Gal4-NCOR/VP16-NR2E3 two-hybrid, luciferase. inhibition of corepressor binding, % at 3.98 µM. 360,000 tested, 0.35% active. Q9Y5X4;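 active = inhibition above the mean of all tested compounds plus 3 SD, cut at about 70% in these data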;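 note: 0% = DMSO with NR2E3 transfected cells and 100% = cells lacking NR2E3 construct; higher means lower luciferase signal from less NR2E3 corepressor binding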
CaV13 ICDI inh – Primary screen for inhibitors of IQ motif and Ca2+-dependent inactivation inhibitor domain binding in CACNA1D, Förster resonance energy transfer in living cells, …; HEK cells, CFP/YFP FRET ICDI-IQ, plate reader, 10 min; percent FRET-ratio fall versus neutral wells; inhibition, % at 12.3 µM; 340,000 tested, 0.098% active; AID 743397;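 active = mean replicate inhibition of at least 30% and at least 1% of replicates passing that level; inconclusive = only one of the two criteria is met; inactive = neither criterion is met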;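 note: 0% = median of the neutral control wells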
Vif imaging – HIV Vif inhibition; AID 602346; inhibition, % at 7.49 µM; HEK293T cells, Vif self-association by quenched fluorescence, imaging, 24 h; 340,000 tested, 0.35% active; in the data active = inhibition above about 50%, passing the limit was not always enough; inconclusive = no clear call, values can overlap the other calls; inactive = below about 31%; note: some results filed as inactive read as strong as hits
KKLEB tox – reduces viability of KKLEB cystic fibrosis airway cells; KKLEB CF airway cells viability, ATPlite luminescence, overnight; hits give low values; cells stimulated with P. aeruginosa culture filtrate; activity change (cytotoxicity), % at 5 µM; 360,000 tested, 0.36% active; AID 602141;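 active = corrected activity change at or below -50% at 5 µM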
HIF-2a block – inhibitors of HIF-2a | 786-0 RCC cells HIF-2a reporter, luciferase luminescence, overnight | inhibition, % at 18.8 µM | 360,000 tested, 0.72% active | AID 624352;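 active = inhibition of the luminescence signal of 40% or more relative to plate controls, in a single-dose primary screen at 18.75 µM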
Shn3 inh set2 – inhibitors of Schnurri-3 3'UTR reporter in osteoblasts; Clone20 osteoblast Shn3 3'UTR firefly luciferase, 24 h; 360,000 tested, 0.52% active; inhibition, % at 12.5 µM;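 active = mean inhibition of at least 75% with every replicate also reaching 75%; inconclusive = mean inhibition at least 75% but some replicate below; inactive = mean inhibition below 75%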;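 note: 0% = median of neutral control wells and 100% = pilot-screen positive control compound; some compounds past the cut are filed as inactive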
CF NFkB inh – blocks PAF-induced NF-kB reporter in cystic fibrosis cells | AID 588850 | 360,000 tested, 0.86% active | inhibition, % at 5 µM | KKLEB NF-kB-GFP reporter, GFP fluorescence overnight;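 active = at least 50% inhibition at 5 µM, scaled per plate between neutral and stimulator controls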;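 note: PAF is a Pseudomonas aeruginosa culture filtrate used as stimulus; plate controls were PAF-stimulated DMSO wells for no effect and unstimulated DMSO wells for full effect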
Peg3 promoter – inhibitors of Peg3 promoter | AID 588405 | 360,000 tested, 1.7% active | inhibition, % at 20 µM | HeLa PEG-Prom luciferase reporter, luminescence, overnight;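 active = inhibition of at least 50% at 20 µM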
Numbers without * were called inactive.

CNC(=O)CSc1nnc(COc2ccc([N+](=O)[O-])cc2)n1C was read as PDI turbidity -4, NR2E3 ag-1 -1, TRPM1 prom inh 2, NR2E3 ag-2 -5, CaV13 ICDI inh -4, Vif imaging -15, KKLEB tox 8, HIF-2a block 15, Shn3 inh set2 -4, CF NFkB inh -1 and Peg3 promoter 7.
`COc1ccc(OCCCC(=O)Nc2cc(S(=O)(=O)N3CCCCC3)ccc2OC)cc1` gave PDI turbidity 10, NR2E3 ag-1 0, TRPM1 prom inh 9, NR2E3 ag-2 -21, CaV13 ICDI inh -3, Vif imaging -11, KKLEB tox 20, HIF-2a block 13, Shn3 inh set2 10, CF NFkB inh -12 and Peg3 promoter 11.
Cc1ccc(NC(=O)CSCC(=O)N2c3ccccc3CCc3ccccc32)cc1 was read as PDI turbidity 0, NR2E3 ag-1 0, TRPM1 prom inh -5, NR2E3 ag-2 -17, Vif imaging -7, KKLEB tox 19, HIF-2a block 2, Shn3 inh set2 3, CF NFkB inh 12 and Peg3 promoter 15.
For COc1ccc(S(=O)(=O)N(C)C[C@H]2Oc3c(NC(=O)Nc4ccc5c(c4)OCO5)cccc3C(=O)N([C@H](C)CO)C[C@@H]2C)cc1 the results were PDI turbidity 2, TRPM1 prom inh -9, NR2E3 ag-2 -34, CaV13 ICDI inh -11, Vif imaging 2, KKLEB tox 1, HIF-2a block 6, Shn3 inh set2 6, CF NFkB inh -13 and Peg3 promoter -3.
Screening CCCc1cc(C(=O)Cc2ccc(C(=O)OCC)o2)c(O)cc1O returned PDI turbidity 11, NR2E3 ag-1 -3, TRPM1 prom inh 3, NR2E3 ag-2 -3, CaV13 ICDI inh -3, Vif imaging -2, KKLEB tox -4, HIF-2a block 12, Shn3 inh set2 -5, CF NFkB inh 10 and Peg3 promoter 6.
CCOC(=O)C1=C(C)OC(N)=C(C#N)C1c1cc(C)sc1C (configuration not stated) was read as PDI turbidity 8, NR2E3 ag-1 -2, TRPM1 prom inh 1, NR2E3 ag-2 -10, Vif imaging -2, KKLEB tox 1, HIF-2a block 9, Shn3 inh set2 4, CF NFkB inh 7 and Peg3 promoter -2.
Screening O=C1NCCCC1C(=O)Nc1ccccn1 (configuration not stated) returned PDI turbidity -6, NR2E3 ag-1 2, TRPM1 prom inh 1, NR2E3 ag-2 12, CaV13 ICDI inh -4, Vif imaging 27, KKLEB tox 6, HIF-2a block 3, Shn3 inh set2 -11, CF NFkB inh -14 and Peg3 promoter 13.
Screening Cc1noc(C)c1CSCC(=O)Nc1cc(Cl)ccc1N1CCCCC1 returned PDI turbidity -1, NR2E3 ag-1 -1, TRPM1 prom inh 1, NR2E3 ag-2 9, CaV13 ICDI inh -7, Vif imaging -8, KKLEB tox 0, HIF-2a block 12, Shn3 inh set2 4, CF NFkB inh 17 and Peg3 promoter 28.
`CSCCC(NC(=O)c1ccccc1Br)C(=O)NNC(=O)c1ccncc1` (configuration not stated) gave PDI turbidity 5, NR2E3 ag-1 1, TRPM1 prom inh 7, NR2E3 ag-2 3, CaV13 ICDI inh -4, Vif imaging -1, KKLEB tox 22, HIF-2a block 3, Shn3 inh set2 -10, CF NFkB inh -18 and Peg3 promoter 7.
CC(=O)N/C(=C/c1ccc2c(c1)OCO2)C(=O)NCc1ccccc1 was read as PDI turbidity -4, NR2E3 ag-1 0, TRPM1 prom inh -1, NR2E3 ag-2 -12, CaV13 ICDI inh -3, Vif imaging 1, KKLEB tox 3, HIF-2a block 11, Shn3 inh set2 -6, CF NFkB inh -8 and Peg3 promoter 2.
CCNC(=S)NCc1ccc(F)cc1 was read as PDI turbidity 0, NR2E3 ag-1 0, TRPM1 prom inh -5, NR2E3 ag-2 21, CaV13 ICDI inh -4, Vif imaging -4, KKLEB tox -14, HIF-2a block 19, Shn3 inh set2 -5, CF NFkB inh -2 and Peg3 promoter -10.
COc1ccccc1-n1nc(C(=O)NCc2ccco2)c2ccccc2c1=O was read as PDI turbidity -8, NR2E3 ag-1 0, TRPM1 prom inh 16, NR2E3 ag-2 -10, CaV13 ICDI inh -5, Vif imaging -2, KKLEB tox 4, HIF-2a block -1, Shn3 inh set2 -7, CF NFkB inh 2 and Peg3 promoter 1.
`COc1ccccc1NC(=O)Nc1ccc(CC#N)cc1` gave PDI turbidity 3, NR2E3 ag-1 3, TRPM1 prom inh -27, NR2E3 ag-2 -33, CaV13 ICDI inh -6, Vif imaging -4, KKLEB tox 1, HIF-2a block -200, Shn3 inh set2 -52, CF NFkB inh -16 and Peg3 promoter -153.
Cn1c(=O)c2[nH]c(CN3CCCCC3)nc2n(C)c1=O was read as PDI turbidity -4, TRPM1 prom inh -7, NR2E3 ag-2 -23, CaV13 ICDI inh -6, Vif imaging 9, KKLEB tox -6, HIF-2a block 3, Shn3 inh set2 0, CF NFkB inh 1 and Peg3 promoter 9.
Cc1c(C(=O)C(=O)N2CC=C(c3ccccc3)CC2)c2ccccc2n1C was read as PDI turbidity 16, NR2E3 ag-1 -5, TRPM1 prom inh 28, NR2E3 ag-2 -12, CaV13 ICDI inh -5, Vif imaging 17, KKLEB tox -10, HIF-2a block 15, Shn3 inh set2 -8, CF NFkB inh 24 and Peg3 promoter 37.
`CCN(CC)c1ccc(NC(=O)c2ccccc2OCC(=O)OC)cc1` gave PDI turbidity -2, NR2E3 ag-1 3, TRPM1 prom inh 10, NR2E3 ag-2 -19, CaV13 ICDI inh -5, Vif imaging 4, KKLEB tox -4, HIF-2a block -40, Shn3 inh set2 -5, CF NFkB inh -2 and Peg3 promoter -34.
COc1ccc(OC)c(/C=N/NC(=O)C(=O)NCc2cccnc2)c1 was read as PDI turbidity 6, NR2E3 ag-1 2, TRPM1 prom inh -8, NR2E3 ag-2 -7, CaV13 ICDI inh -2, Vif imaging -4, KKLEB tox 5, HIF-2a block 25, Shn3 inh set2 -5, CF NFkB inh -5 and Peg3 promoter -4.
Cc1cc(F)ccc1S(=O)(=O)N1CCCOC1CNC(=O)C(=O)NCCc1c[nH]c2ccccc12 (configuration not stated) was read as PDI turbidity -1, NR2E3 ag-1 1, TRPM1 prom inh 19, NR2E3 ag-2 0, CaV13 ICDI inh -6, Vif imaging -12, KKLEB tox -2, HIF-2a block 5, Shn3 inh set2 -1, CF NFkB inh 13 and Peg3 promoter 14.
CCOc1cccc(NC(=O)c2ccc(S(=O)(=O)N3CCCC3)cc2)c1 was read as PDI turbidity 3, NR2E3 ag-1 1, TRPM1 prom inh 1, NR2E3 ag-2 1, CaV13 ICDI inh -6, Vif imaging 2, KKLEB tox -6, HIF-2a block 0, Shn3 inh set2 -3, CF NFkB inh -2 and Peg3 promoter 13.
Screening Cc1ccc(C2C(C(=O)c3cccs3)=C(O)C(=O)N2c2ccc(S(N)(=O)=O)cc2)cc1 (configuration not stated) returned PDI turbidity -2, NR2E3 ag-1 5, TRPM1 prom inh -9, NR2E3 ag-2 -24, CaV13 ICDI inh -7, Vif imaging -10, KKLEB tox 16, HIF-2a block -61, Shn3 inh set2 -13, CF NFkB inh -17 and Peg3 promoter -32.
`O=C1CN(CC(=O)Nc2cccc(Cl)c2Cl)c2ccccc2N1` gave PDI turbidity 5, NR2E3 ag-1 2, TRPM1 prom inh 20, NR2E3 ag-2 -11, CaV13 ICDI inh -4, Vif imaging 3, KKLEB tox -17, HIF-2a block 1, Shn3 inh set2 1, CF NFkB inh -14 and Peg3 promoter 8.
`CCOc1ccc(NC(=O)CN(C)C(=O)CCCn2c(=O)oc3ccccc32)cc1OCC` gave PDI turbidity 0, NR2E3 ag-1 1, TRPM1 prom inh 18, NR2E3 ag-2 7, CaV13 ICDI inh -5, Vif imaging 11, KKLEB tox 1, HIF-2a block 10, Shn3 inh set2 -12, CF NFkB inh -25 and Peg3 promoter 8.
Screening CCN(CC)S(=O)(=O)c1cccc(-c2nnc(SCC(=O)NC)n2N)c1 returned PDI turbidity -14, NR2E3 ag-1 1, TRPM1 prom inh 7, NR2E3 ag-2 -12, CaV13 ICDI inh -5, Vif imaging -7, KKLEB tox -11, HIF-2a block 4, Shn3 inh set2 8, CF NFkB inh 4 and Peg3 promoter 3.
`COc1ccc(S(=O)(=O)N(C)CC(=O)Nc2ccc(C(N)=O)cc2)cc1OC` gave PDI turbidity -1, NR2E3 ag-1 1, TRPM1 prom inh 8, NR2E3 ag-2 4, CaV13 ICDI inh -5, Vif imaging inconclusive, KKLEB tox -2, HIF-2a block 20, Shn3 inh set2 -8, CF NFkB inh -5 and Peg3 promoter 8.
`Cc1ccccc1NC(=S)N1CCN(Cc2ccccc2)CC1` gave PDI turbidity -2, NR2E3 ag-1 1, TRPM1 prom inh 8, NR2E3 ag-2 9, CaV13 ICDI inh -7, Vif imaging 0, KKLEB tox -1, HIF-2a block 5, Shn3 inh set2 5, CF NFkB inh -2 and Peg3 promoter 22.
Screening Cc1ccc(N2C(=O)N(CC(=O)Nc3ccccc3C(F)(F)F)C(=O)C2C)cc1 (configuration not stated) returned PDI turbidity 0, NR2E3 ag-1 1, TRPM1 prom inh 7, NR2E3 ag-2 8, CaV13 ICDI inh -3, Vif imaging 14, KKLEB tox 2, HIF-2a block -11, Shn3 inh set2 19, CF NFkB inh 0 and Peg3 promoter 13.
For O=C(NC1CCCCC1)C(c1ccncc1)N(C(=O)c1ccco1)c1ccc(F)cc1 (configuration not stated) the results were PDI turbidity 23, NR2E3 ag-1 5, TRPM1 prom inh -9, NR2E3 ag-2 -15, CaV13 ICDI inh -3, Vif imaging 7, KKLEB tox 7, HIF-2a block 13, Shn3 inh set2 32, CF NFkB inh 0 and Peg3 promoter 2.
For N#Cc1c(NC(=O)C2CC(c3c(F)cccc3Cl)=NO2)sc2c1CCC2 (configuration not stated) the results were PDI turbidity -2, NR2E3 ag-1 0, TRPM1 prom inh -9, NR2E3 ag-2 -91, CaV13 ICDI inh -7, Vif imaging 3, KKLEB tox 5, HIF-2a block -138, Shn3 inh set2 -34, CF NFkB inh -1 and Peg3 promoter -54.
O=C1OCC/C1=C\NCCCCCCCCN/C=C1\CCOC1=O was read as PDI turbidity 12, NR2E3 ag-2 4, CaV13 ICDI inh -15, Vif imaging 11, KKLEB tox 1, HIF-2a block 9, Shn3 inh set2 -13, CF NFkB inh -2 and Peg3 promoter 14.

Screens from PubChem.
